RGS4 pot = potentiators or activators of RGS4 | HEK293 M3R/inducible RGS4, carbachol calcium flux Fluo4; active compounds read low | B-score at 10 µM | 0.92% of 310,000 active | AID 463111;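 active = B-score of the integrated calcium signal more than 4 SD below the library mean, with starting fluorescence not abnormally high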;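 also: negative B-score means reduced calcium response which marks RGS4 activation or potentiation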
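Detection: kinetic calcium fluorescence imaging with Fluo4-AM dye, 2 µM / Material: HEK293 cells with stable M3R and inducible RGS4 / Schedule: recording 10 s baseline at 1 Hz, 100 s post-agonist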
HIF act = HIF pathway transcriptional activation; U2OS HRE-luciferase reporter, luminescence; normalized: DMSO 0%, desferrioxamine 100%; activation, % at 7.5 µM (by protocol); 0.32% of 300,000 active; AID 1910;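 active = mean activation of at least 10% of the iron chelator positive control signal, with at least half of replicates also reaching 10%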
MrgX1 antag = antagonists of human MrgX1 receptor. Q96LB2. MRGX1-HEK293 calcium flux, Fluo-4, BAM8-22 antagonism; active compounds read low. B-score at 10 µM. 1.3% of 310,000 active;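 active = calcium-response B-score plate-corrected more than 3 library SD below zero, starting fluorescence within 5 deviations, no agonist response on first addition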;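 also: peak minus trough fluorescence over baseline after final BAM8-22 challenge near maximal dose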
Target sequence (Q96LB2 whole entry, looked up): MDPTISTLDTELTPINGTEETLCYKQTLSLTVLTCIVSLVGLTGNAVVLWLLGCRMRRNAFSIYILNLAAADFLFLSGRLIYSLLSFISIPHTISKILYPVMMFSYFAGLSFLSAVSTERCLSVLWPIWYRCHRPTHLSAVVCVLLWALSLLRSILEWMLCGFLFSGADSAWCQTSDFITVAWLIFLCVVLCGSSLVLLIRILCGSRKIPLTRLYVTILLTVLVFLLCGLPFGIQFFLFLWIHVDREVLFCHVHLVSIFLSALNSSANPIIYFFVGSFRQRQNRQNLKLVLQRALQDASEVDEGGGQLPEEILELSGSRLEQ
TRPC6 activator = activators of mouse TRPC6 channel. HEK293-TRPC6 membrane potential dye fluorescence; active compounds read high. 0.13% of 310,000 active. AID 2550. B-score at 10 µM;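 active = B-score of the integrated fluorescence ratio above library mean plus 3 SD, and starting fluorescence ratio within library mean plus 5 SD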;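 also: higher score means more depolarization so channel activation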
MrgX1 allo act = allosterically activates human MrgX1 receptor signaling. 0.63% of 310,000 active. MrgX1-HEK293, Fluo-4 calcium flux, FDSS; active compounds read high. B-score at 10 µM. Q96LB2;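 active = plate-corrected calcium response at least 3 library SD above typical, normal starting fluorescence, not activating the receptor alone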;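 also: compound read alongside a low EC10 to EC30 dose of BAM8-22 agonist; peak minus trough fluorescence over baseline measured at the second addition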
TRPC4 inh = inhibitors of mouse TRPC4 channel. B-score at 10 µM. 0.39% of 300,000 active. HEK293 TRPC4beta/mu-opioid, DAMGO-evoked Fluo4 calcium flux; active compounds read low. Q9QUQ5;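 active = B-score over 3 SD under the library average, no early fluorescence shift, positive overall ratio signal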
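Assay system – HEK293 line stably carrying TRPC4beta and mu-opioid receptor · Doses – single dose · Detection – Fluo4 calcium-dye fluorescence, kinetic read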
SKKanGAS inh = SKKanGAS growth inhibition. inhibition, % at 7.5 µM. S. pyogenes SKKanGAS, kanamycin growth, BacTiter-Glo, 6 h. 1.3% of 300,000 active;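 active = mean replicate score, as percent of positive control median, at least 50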;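 also: strain carries kanamycin resistance gene driven by streptokinase promoter and grows in 40 µg/ml kanamycin; loss of luminescence reflects streptokinase promoter inhibition or plain growth inhibition; 0% = median of DMSO wells and 100% = positive control at its reference dose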
MrgX1 ag = human MrgX1 receptor agonism, primary screen. AID 588627. B-score at 10 µM. MrgX1-HEK293 cells, Fluo-4 calcium fluorescence, agonist mode; active compounds read high. 0.44% of 310,000 active;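 active = calcium response B-score plate-corrected fluorescence ratio at least 3 library SD, with starting fluorescence B-score inside 5 SD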
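Assay system: stable human MrgX1 HEK293 cell line. Quantity: 15,000 cells per well. Schedule: cells plated overnight, dye loaded 0.5 h 37 °C, 0.5 h room temperature. Detection: Fluo-4 NW calcium-flux fluorescence, kinetic read. Read-out basis: peak-minus-minimum fluorescence over baseline, converted to B scores. Control set: positive and negative control wells on each plate.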
Platelet DG rel = platelet dense granule release activity. human platelet-rich plasma, SFLLRN dense granule ATP release, luminescence. 0.22% of 300,000 active. inhibition, %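 (compounds screened at 7.5 µM in platelet-rich plasma)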;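 active = mean replicate score, as percent of positive control, at or above 50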
TRPC6 inhibitor = inhibitors of mouse TRPC6 channel | B-score at 10 µM | Q61143 | AID 2553 | 1.1% of 310,000 active | HEK293-TRPC6, membrane potential dye, ACh-evoked depolarization; active compounds read low;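 active = B-score under library mean minus 3 SD, initial fluorescence not abnormally high, positive integrated signal ratio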;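 also: B-score derived from integrated fluorescence ratio over the kinetic read; more negative B-score means stronger inhibition of depolarization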
RGS4 block = inhibitors of human RGS4 | B-score at 10 µM | 0.45% of 310,000 active | HEK293 M3R/RGS4 inducible, Fluo-4 calcium flux; active compounds read high; triggered by carbachol at its EC20 | P49798;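 active = B-score, a plate-corrected calcium signal, over three deviations above library mean, with baseline fluorescence within five deviations of library mean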;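 also: RGS4 expression induced by doxycycline in cells with stable M3 receptor; B-score is computed from the integrated fluorescence ratio over baseline after carbachol; higher B-score means a larger calcium signal and so more RGS4 inhibition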
Target sequence (P49798 whole entry, looked up): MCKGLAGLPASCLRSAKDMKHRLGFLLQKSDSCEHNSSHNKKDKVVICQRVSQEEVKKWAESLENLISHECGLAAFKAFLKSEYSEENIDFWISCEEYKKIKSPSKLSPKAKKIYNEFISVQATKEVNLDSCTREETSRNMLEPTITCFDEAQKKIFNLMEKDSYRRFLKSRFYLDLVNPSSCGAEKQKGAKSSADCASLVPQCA
Active calls of the source: *; i = inactive; · = no result given.

SMILES	RGS4 pot	HIF act	MrgX1 antag	TRPC6 activator	MrgX1 allo act	TRPC4 inh	SKKanGAS inh	MrgX1 ag	Platelet DG rel	TRPC6 inhibitor	RGS4 block
O=C(NC1CCCCC1)C(c1ccccc1)N(Cc1ccco1)C(=O)c1csnn1 (stereo not drawn)	i	0.0	i	i	i	i	-7.5	i	-0.8	i	i
O=C(O)CCCCCCNS(=O)(=O)c1ccccc1	i	-0.7	i	i	i	i	5.4	i	-1.9	i	i
COc1cccc2cc(C(=O)Oc3ccc(NC(C)=O)cc3)c(=O)oc12	i	·	i	i	i	i	-0.9	i	-8.3	i	i
Cc1ccc(C(=O)NN=C2CCCCCC2)s1	i	0.4	i	i	i	i	-4.3	i	-10.5	i	i
Cc1ccc(OS(=O)(=O)c2cn(C)c(=O)n(C)c2=O)cc1C	i	0.5	i	i	i	i	-9.4	i	-12.3	i	i
COC(=O)C(C(=O)OC)c1ccccc1[N+](=O)[O-]	i	0.9	i	i	i	i	-0.9	i	-5.3	i	i
NC(=O)c1cc(S(=O)(=O)NCc2ccc(Br)cc2)cs1	i	-0.3	i	i	i	i	1.6	i	-0.3	i	i
COc1ccc(/C=N/Nc2nc(C)cc(-c3ccccc3)n2)c(OC)c1	i	1.0	i	i	i	i	3.6	i	11.6	i	i
CCCn1c(-c2cccnc2Cl)nc2cc(Cl)c(Cl)cc21	i	-0.5	i	i	i	i	2.6	i	1.5	i	i
O=C(c1cnn(C(=O)c2ccccc2)c1)c1ccccc1O	i	0.8	i	i	i	i	15.5	i	1.5	i	i
CCCn1c(N2CCOCC2)nc2c1c(=O)[nH]c(=O)n2C	i	-0.1	i	i	i	i	6.3	i	-1.6	i	i
Cc1cc(C)c2cc(CN(CCCN(C)C)C(=S)NCc3ccccc3)c(=O)[nH]c2c1	i	-0.6	i	i	i	i	-0.2	i	4.5	i	i
CC(C)C[C@H](NC(=O)N1CC(=O)Nc2ccccc21)C(=O)N[C@H](Cc1ccccc1)C(=O)O	i	-0.3	i	i	i	i	0.4	i	1.1	i	i
CC(=O)Nc1ccc(OCC(O)Cn2nc(C)c(C)c2C)cc1 (stereo not drawn)	i	-0.6	i	i	i	i	-2.8	i	-2.1	i	i
Cc1ccc(C)c(S(=O)(=O)Nc2ccc(O)c(C(=O)O)c2)c1	i	-0.1	i	i	i	i	13.7	i	-5.4	i	i
C/C(=N\NC(=O)COc1ccc(C)cc1C(C)C)c1cc2ccccc2o1	i	0.3	i	i	i	i	57.4*	i	1.3	i	i
CCn1c(=O)n(CC(=O)Nc2cccc(OC)c2)c(=O)c2ccccc21	·	0.6	i	·	i	·	-1.0	i	-3.0	·	·
O=C(O)CCCC(=O)N1N=C(c2c(-c3ccccc3)c3cc(Cl)ccc3[nH]c2=O)CC1c1cccs1 (stereo not drawn)	i	-0.1	i	i	i	i	33.6	i	-1.1	i	i
Cc1cc2ccccn2c1C(=O)c1ccc(F)cc1	i	0.3	i	i	i	i	4.1	i	6.0	i	i
CC(C)Oc1ccc(CCNC(=O)C2CCC(=O)N(C3CCCCCC3)C2)cc1 (stereo not drawn)	i	0.1	i	i	i	i	-0.3	i	-2.9	i	i
CN1CCN(CC(=O)Nc2nc(-c3c[nH]c4ccccc34)cs2)CC1	i	-0.2	i	i	i	i	1.6	i	7.5	i	i
Cc1ccc(C(CNS(=O)(=O)c2ccc(F)cc2)N2CCN(C)CC2)cc1 (stereo not drawn)	i	-0.6	i	i	i	i	12.1	i	1.4	i	i
CCc1cc(/C(Cc2ccccn2)=N\O)c(O)cc1O	i	0.6	i	i	i	i	-4.6	i	11.6	i	i
Cc1cccc(Oc2sc(C(=O)c3ccccc3)c(N)c2C#N)c1C	i	0.1	i	i	i	i	34.8	i	-2.6	i	i
O=C(NCCN1CCOCC1)N1c2ccccc2Sc2ccccc21	-10.6*	-1.2	i	i	i	i	7.4	i	·	i	i
O=C(NCC1(N2CCCCC2)CCCCC1)c1ccc(NS(=O)(=O)c2ccc(F)cc2)cc1	i	-0.1	i	i	i	i	-8.0	i	52.6*	i	i
COC(=O)C1Cc2c([nH]c3ccccc23)C(C)N1 (stereo not drawn)	i	2.0	i	i	i	i	7.5	i	7.5	i	i
COc1ccccc1Cc1nnc(NC(=O)C2CCN(C(=O)c3ccco3)CC2)s1	i	-0.3	i	i	i	i	-9.7	i	-0.1	i	i
Cc1ccc(N(C(=O)CCC(=O)Nc2cc(C)on2)C(C(=O)NC2CCCC2)c2cccs2)cc1 (stereo not drawn)	i	0.4	i	i	i	i	-1.4	i	-3.2	i	i
CCCn1c(=N)n(CC(O)COc2ccc(C)cc2)c2ccccc21 (stereo not drawn)	i	0.6	i	i	i	i	-10.8	i	-5.0	i	i
Fc1ccc(C2=Nc3cccc4cccc(c34)N2)cc1	i	-0.1	i	i	i	i	-7.9	i	-4.2	i	i
COc1ccc(-c2n[nH]c(=S)n2CC(C)C)cc1	i	0.0	i	i	i	i	-1.3	i	10.6	i	i
CCOc1ccc(NC(=O)N2CCCC2C(=O)NCC2CCCO2)cc1 (stereo not drawn)	i	-0.2	i	i	i	i	1.1	i	-7.7	i	i
S=C(NC12CC3CC(CC(C3)C1)C2)N1CCOCC1	i	0.5	i	i	i	i	8.1	i	0.9	i	i
COc1cc(-c2nnc(SCC(=O)Nc3ccc4c(c3)OCCO4)o2)cc(OC)c1OC	i	0.3	i	i	i	i	2.7	i	0.6	i	i
Cc1ccc(NC(=O)NN(C)c2c(Cl)c(Cl)nn2C)cc1	i	-0.2	i	i	i	i	-5.2	i	-1.5	i	i
COc1ccc(CCN2CC(C(=O)NCCN3CCNC3=O)CCC2=O)cc1 (stereo not drawn)	i	-0.6	i	i	i	i	0.8	i	5.4	i	i
CCn1c(=NC(=O)CN2C(=O)CCC2=O)sc2c(OC)ccc(OC)c21	i	-0.2	-8.23*	i	i	i	-2.0	i	-0.5	i	i
COC(=O)CNC(c1ccccc1Cl)c1cc(Br)ccc1NS(=O)(=O)c1ccc(C)cc1 (stereo not drawn)	i	0.4	i	i	i	i	19.8	i	12.6	i	i
COc1ccc(S(=O)(=O)N2CCOCC2)cc1NC(=O)c1ccc(Cl)cc1	i	0.1	i	i	i	i	-4.9	i	-1.8	i	i
CC(C)C(=O)NNS(=O)(=O)c1ccccc1[N+](=O)[O-]	i	-0.5	i	i	i	i	-11.7	i	-1.5	i	i
O=S(=O)(c1cccc2cccnc12)N1CCN(Cc2ccc3c(c2)OCO3)CC1	i	-0.1	i	i	i	i	-8.4	i	0.1	i	i
Cc1cc(Br)ccc1N=C1C(=O)Nc2ccccc21	i	1.0	i	i	i	i	3.2	i	-4.9	i	i
CC1CCC2(CC1)SCC(=O)N2c1ccc(F)cc1 (stereo not drawn)	i	-0.6	i	i	i	i	11.8	i	13.4	i	i
CCCCC(=O)Nc1cccc(NC(=O)C(C)C)c1	i	-0.3	i	i	i	i	2.0	i	3.1	i	i
COc1ccc(NC(=O)Nc2cccnc2)c(OC)c1	i	0.9	i	i	i	i	-17.3	i	0.6	i	i
Cc1noc(C)c1C(=O)N1CCc2ccccc21	i	-0.2	i	i	i	i	0.7	i	5.5	i	i
S=C(NCCc1ccccc1)Nc1ccc(N2CCCCC2)cc1	i	-0.1	i	i	i	i	-3.5	i	6.4	i	i
COc1ccc(-c2n[nH]c3c2C(c2ccc(OC)c(OC)c2)N(c2ccccc2)C3=O)cc1 (stereo not drawn)	i	-0.3	i	i	i	i	8.6	i	24.9	i	i
O=S(=O)(Nc1ccc2c(c1)OCO2)c1cccs1	i	0.3	i	i	i	i	-4.8	i	-3.8	i	i
The results go on.
SMILES	RGS4 pot	HIF act	MrgX1 antag	TRPC6 activator	MrgX1 allo act	TRPC4 inh	SKKanGAS inh	MrgX1 ag	Platelet DG rel	TRPC6 inhibitor	RGS4 block
Cc1cccc(NC(=O)C[n+]2ccc(N(C)C)cc2)c1	i	-0.3	i	i	i	i	-1.9	i	-4.8	i	i
COc1ccc(CCNC(=O)CNC(=O)Cn2cnc3sc(C)c(C)c3c2=O)cc1OC	i	0.0	i	i	i	i	-3.6	i	16.0	i	i
O=C(NCC1CCN(C(=O)c2ccc([N+](=O)[O-])cc2)CC1)C(=O)Nc1ccccc1	i	-0.4	i	i	i	i	-11.3	i	-1.7	i	i
COc1ccccc1N=NC1=C(O)CC(C)(C)CC1=O	i	-0.2	i	i	i	i	-1.0	i	-2.9	i	i
O=C(Nc1ccc(F)cc1)N1CCCN(c2ccc(C(F)(F)F)cn2)CC1	i	0.0	i	i	i	i	4.2	i	-5.3	i	i
COCCOC(=O)C1=C(C)NC2=C(C(=O)CCC2)C1c1ccc2c(c1)OCO2 (stereo not drawn)	i	-0.1	i	i	i	i	-3.7	i	2.3	i	i
CCCn1c(SCC(=O)Nc2cc(S(=O)(=O)N3CCOCC3)ccc2OC)n[nH]c1=O	i	-0.4	i	i	i	i	1.6	i	2.6	i	i
CCOC(=O)C1=C(C)N(CCCC(=O)O)C(=O)NC1c1cc2ccccc2c2ccccc12 (stereo not drawn)	i	-0.4	i	i	i	i	-0.8	i	-1.1	i	i
CC(OC(=O)c1ccc(Cl)nc1)C(=O)NC1(C#N)CCCCC1 (stereo not drawn)	i	0.2	i	i	i	i	-8.5	i	-18.4	i	i
CC(C)CCN1CCN(Cc2ccc(C#CC(C)(C)O)s2)CC1CCO (stereo not drawn)	i	-0.3	i	i	i	i	1.9	i	1.0	i	i
O=[N+]([O-])c1ccc(C2=NN(c3ccccc3)C(c3ccco3)C2)cc1 (stereo not drawn)	-7.16*	2.5	·	i	·	i	-6.8	·	-2.1	i	i
Cc1ccc(C)c(S(=O)(=O)N2CCN(C(=O)C3CC3C)CC2)c1 (stereo not drawn)	i	-0.8	i	i	i	i	1.6	i	9.2	i	i
Oc1ccccc1-c1nc(N2CCN(Cc3ccccc3)CC2)c2ccccc2n1	i	0.5	i	i	i	i	16.9	i	2.8	i	i
NC(=O)CSc1oc(-c2cccs2)nc1S(=O)(=O)c1ccccc1	i	-0.4	i	i	i	i	-5.9	i	0.7	i	i
CCOc1ccc(CCNS(=O)(=O)c2cnc[nH]2)cc1OCC	i	1.5	i	i	i	i	-1.1	i	-4.9	i	i

Rows were taken by chance; overall some 6.1% were active at least once.
